# Bioassay records (PubChem BioAssay)
# BLM helicase inh = inhibitors of human Bloom syndrome helicase BLM; actives 0.2% (n = 350,000); recombinant BLM DNA unwinding, fluorescence dequenching; Potency, µM (titrated, usually from 56.1 µM), without a hit: top-dose activity change, negative = inhibition, usual class: inhibitors; P54132;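 note: plate controls were vehicle for no effect and no enzyme for full effect; nearly all actives have a fitted effect of over 35% in size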
# Pol beta inh = inhibitors of human DNA polymerase beta. Pol beta primer extension/strand displacement, fluorescence kinetic. Potency, µM (top dose mostly 114 µM), without a hit: at the highest dose activity change, negative = inhibition, usual class: inhibitors. actives 1.3% (n = 340,000); note: % is set by controls: 0 for no effect and ±100 for the full control effect
#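 Kinetic readout of DNA synthesis with strand displacement by Pol beta. Compound and 10 nM enzyme sit 15 min at room temperature; 50 nM substrate starts the reaction, read immediately and at 10 min.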
# Pol eta inh = blocks human DNA polymerase eta activity. Potency, µM (top dose mostly 114 µM), without a hit: top-dose activity change, negative = inhibition, hits mostly inhibitors. recombinant Pol eta, fluorescent DNA replication assay. AID 588591. actives 1.2% (n = 390,000). Q9Y253; note: % is set by controls: 0 for no effect and ±100 for the full control effect
#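 Pol eta at 10 nM preincubated with compounds 15 min at room temperature; reaction started with fluorescent substrate (50 nM final) and read kinetically at 0 and 10 min.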
# POLI inh = inhibitors of human DNA polymerase iota; Pol iota fluorescent replication assay, 10 min; Potency, µM (series often up to 115 µM), for inactives: at the top dose activity, negative = inhibition, most hits filed as inhibitors; actives 1% (n = 390,000); AID 588590
# Target sequence (Q9UNA4 whole entry, looked up): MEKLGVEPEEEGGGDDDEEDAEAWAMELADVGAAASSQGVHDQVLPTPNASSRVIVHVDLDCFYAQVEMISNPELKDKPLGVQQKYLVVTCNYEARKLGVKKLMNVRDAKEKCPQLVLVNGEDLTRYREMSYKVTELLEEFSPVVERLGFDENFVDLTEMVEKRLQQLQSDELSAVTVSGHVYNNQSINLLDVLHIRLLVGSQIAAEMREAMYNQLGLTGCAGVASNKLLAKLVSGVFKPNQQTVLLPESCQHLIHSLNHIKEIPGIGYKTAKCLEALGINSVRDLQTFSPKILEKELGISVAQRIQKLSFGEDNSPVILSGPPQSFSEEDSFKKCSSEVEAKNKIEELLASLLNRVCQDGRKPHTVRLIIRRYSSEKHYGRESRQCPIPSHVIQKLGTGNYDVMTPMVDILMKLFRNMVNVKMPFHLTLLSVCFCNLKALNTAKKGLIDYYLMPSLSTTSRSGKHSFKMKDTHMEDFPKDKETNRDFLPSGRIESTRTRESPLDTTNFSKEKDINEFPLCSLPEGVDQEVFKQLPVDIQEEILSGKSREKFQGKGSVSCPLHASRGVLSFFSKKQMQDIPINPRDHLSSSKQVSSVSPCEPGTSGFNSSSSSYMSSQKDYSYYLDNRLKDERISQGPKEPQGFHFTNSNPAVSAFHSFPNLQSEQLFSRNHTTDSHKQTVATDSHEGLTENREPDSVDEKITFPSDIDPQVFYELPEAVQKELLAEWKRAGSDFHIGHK
#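 Fluorescent replication assay read twice, at 0 min and 10 min after adding 50 nM (final) substrate. Enzyme (10 nM) and compounds were first incubated 15 min at room temperature; enzyme-free buffer wells were negative controls.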
# APE1 inh = inhibitors of human APE1 endonuclease; AID 2517; recombinant APE1, TAMRA/BHQ-2 abasic DNA cleavage fluorescence; actives 0.35% (n = 350,000); P27695; Potency, µM (titrated, usually from 65.8 µM), without a hit: at the top dose activity change, negative = inhibition, hits mostly inhibitors;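 note: plate controls were vehicle for no effect and reference inhibitor for full effect; nearly all actives have a fitted effect of over 55% in size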
# Target sequence (P27695 whole entry, looked up): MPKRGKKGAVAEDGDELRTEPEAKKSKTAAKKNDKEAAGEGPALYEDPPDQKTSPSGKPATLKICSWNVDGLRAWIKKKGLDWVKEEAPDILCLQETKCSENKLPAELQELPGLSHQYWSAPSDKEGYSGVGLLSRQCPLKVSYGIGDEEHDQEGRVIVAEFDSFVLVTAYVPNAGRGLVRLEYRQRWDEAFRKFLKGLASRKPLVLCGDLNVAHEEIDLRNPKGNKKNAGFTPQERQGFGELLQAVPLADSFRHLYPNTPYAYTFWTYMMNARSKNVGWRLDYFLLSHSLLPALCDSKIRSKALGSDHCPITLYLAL
#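 Enzyme (0.75 nM final) and test compound are incubated 15 min at room temperature before adding 50 nM quenched THF abasic-site duplex. Cleavage dequenches TAMRA, followed at 525/598 nm over three reads one minute apart.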
# Pol kappa inh = blocks human DNA polymerase kappa activity. AID 588579. purified Pol kappa, fluorescent DNA synthesis assay, 10 min. actives 0.53% (n = 400,000). Q9UBT6. Potency, µM (titrated, usually from 107 µM), inactives show top-dose activity, negative = inhibition, hits mostly inhibitors; note: % is set by controls: 0 for no effect and ±100 for the full control effect
#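 Fluorescent qHTS in 1536-well format: enzyme (10 nM) and compound sat 15 min at room temperature before 50 nM substrate (final) was added. Signal taken at 0 and 10 min; no-enzyme buffer wells were negative controls.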
# G9a inh = G9a (human) methyltransferase inhibition; Q96KQ7; G9a H3K9 monomethylation, AlphaScreen, 2 h; Potency, µM (titrated, usually from 102 µM), without a hit: top-dose activity, negative = inhibition, most hits filed as inhibitors; actives 8.8% (n = 350,000); AID 504332; note: % is set by controls: 0 for no effect and ±100 for the full control effect; nearly all actives have a fitted effect of over 75% in size
#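 AlphaScreen read-out: biotin-H3K9 peptide (500 nM) methylation by 20 nM enzyme with 20 uM SAM, 2 h at room temperature after 15 min compound preincubation; anti-monomethyl H3K9 antibody plus donor/acceptor beads, 10 min dark.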
# Anesthetic bind = binds horse apoferritin like a general anesthetic; Potency, µM (highest dose often 77.5 µM), without a hit: top-dose activity change, negative = displacement, actives largely listed as inhibitors; AID 485281; actives 0.074% (n = 350,000); apoferritin/1-aminoanthracene competitive binding, fluorescence; note: % is set by controls: 0 for no effect and ±100 for the full control effect; nearly all actives have a fitted effect of over 20% in size
#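 Read-out: endpoint 1-AMA fluorescence, excitation 380 nm and emission 535 nm, after compounds sit 10 min at room temperature with 10 uM horse-spleen apoferritin in 50% saturated 1-AMA/PBS. Values come from four-parameter Hill fits.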
# BAZ2B inh = BAZ2B (human) inhibition; Q9UIF8; AlphaScreen BAZ2B-H3K14Ac peptide displacement; Potency, µM (series often up to 114 µM), for the others: top-dose activity change, negative = inhibition, most hits filed as inhibitors; actives 4.4% (n = 360,000); note: % is set by controls: 0 for no effect and ±100 for the full control effect; nearly all actives have a fitted effect of over 60% in size
#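 Compounds, titrated to a top concentration of 110 uM, were incubated 30 min at room temperature with preformed BAZ2B/acetyl-K14 H3 peptide complex (50 nM each). Proximity signal was measured by AlphaScreen after 20 min with beads.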
# An asterisk follows results filed as active; ? = inconclusive; nt = not tested or not shown; [ ] = remark or other dose. Calls come from the whole dose curve; as a rule, active = well fitted curve in the direction sought with a large enough effect; inconclusive = small, poorly fitted or top-dose-only effect, or another doubt; inactive = no such curve, though single readings can be large; an effect the other way counts as inactive or inconclusive. Potency is the fitted concentration of half-maximal effect. A portion of the library; the hit share may differ from the screen's.
APE1 inh,Pol eta inh,Anesthetic bind,Pol beta inh,Pol kappa inh,POLI inh,BLM helicase inh,G9a inh,BAZ2B inh,canonical_smiles
-16%,-10%,-10%,?,15%,-19%,-4%,0%,-25%,CN(C(=O)CC1C(=O)NCCN1Cc1ccc(F)cc1Cl)C1CCCCC1 (centres undefined)
-6%,6%,-8%,0%,-14%,36%[activator],2%,15%[59 µM],-8%,O=C(N=C1N=C2C=CC=CN2Cc2ccccc21)c1ccc(S(=O)(=O)N2CCCC2)cc1
24%,-3%,-15%,29%,-14%,15%,-5%,11%[59 µM],12%,COc1ccc(NC(=O)C(C)N(c2ccc(C)cc2)S(C)(=O)=O)cc1 (centres undefined)
nt,-4%,7%,18%,5%,75%[activator],-3%,20%[59 µM],-2%,CCOc1ccc(-c2cc(NC(=O)Nc3ccc(Cl)cc3)c(C(=O)OC)s2)cc1
nt,-13%,292%[activator],17%,-5%,1%,-6%,22%[59 µM],13%,Cc1ccc(S(=O)(=O)c2cc3cc(C(=O)O)ccc3oc2=O)cc1
1%,-14%,0%,-3%,1%,-9%,-3%,-2%[59 µM],-1%,O=C(c1cccs1)N1CCN(S(=O)(=O)Cc2ccccc2)CC1
5%,-2%,-13%,-7%,-13%,-19%,-3%,14%,-2%,O=C(/C=C/c1cccs1)Nc1nncs1
9%,-24%,71%[activator],19%,-14%,-5%,-5%,-9%[59 µM],4%,Cc1ccc(NS(=O)(=O)c2cccc(C(=O)N/N=C/c3c(C)nn(-c4ccccc4)c3N3CCCC3)c2)c(C)c1
-1%,-14%,?,2%,-11%,-13%,-13%,-21%,3%,COc1ccc(/C=C(/C#N)S(=O)(=O)c2ccc(C)cc2)cc1
11%,-10%,?,7%,-10%,-16%,1%,?,-7%,COc1cc(CN(C)CCc2ccccc2)ccc1OCc1ccccc1
nt,9%,7%,2%,5%,23%,-2%,4%[59 µM],3%,Cc1cc(C)n(-c2nc3cc(Cl)c(Cl)cc3nc2Nc2c(C)cccc2C)n1
1%,1%,0%,0%,-15%,9%,-1%,3%[59 µM],-3%,C=CCOc1c(CNc2ncn[nH]2)cccc1OCC
-6%,2%,-9%,55%,-9%,3%,0%,-8%,-5%,Cc1nc2sc(C(c3ccc(Cl)cc3)N3CC(C)OC(C)C3)c(O)n2n1 (centres undefined)
26%,-14%,nt,nt,4%,6%,nt,nt,nt,C[C@@H]1CN([C@@H](C)CO)C(=O)c2cccc(NC(=O)Nc3ccccc3)c2O[C@H]1CN(C)C(=O)Nc1cccc2ccccc12
5%,?,-7%,?,1%,?,-12%,95%,?,Cc1ccc(/C=C2/Sc3ccc(C(=O)NCc4ccccn4)cc3NC2=O)cc1

# By substructure, the compounds so far containing a halogen (4)
APE1 inh,Pol eta inh,Anesthetic bind,Pol beta inh,Pol kappa inh,POLI inh,BLM helicase inh,G9a inh,BAZ2B inh,canonical_smiles
-16%,-10%,-10%,?,15%,-19%,-4%,0%,-25%,CN(C(=O)CC1C(=O)NCCN1Cc1ccc(F)cc1Cl)C1CCCCC1 (centres undefined)
nt,-4%,7%,18%,5%,75%[activator],-3%,20%[59 µM],-2%,CCOc1ccc(-c2cc(NC(=O)Nc3ccc(Cl)cc3)c(C(=O)OC)s2)cc1
nt,9%,7%,2%,5%,23%,-2%,4%[59 µM],3%,Cc1cc(C)n(-c2nc3cc(Cl)c(Cl)cc3nc2Nc2c(C)cccc2C)n1
-6%,2%,-9%,55%,-9%,3%,0%,-8%,-5%,Cc1nc2sc(C(c3ccc(Cl)cc3)N3CC(C)OC(C)C3)c(O)n2n1 (centres undefined)

# Other records
APE1 inh,Pol eta inh,Anesthetic bind,Pol beta inh,Pol kappa inh,POLI inh,BLM helicase inh,G9a inh,BAZ2B inh,canonical_smiles
0%,-3%,-1%,0%,7%,18%,5%,0%[59 µM],0%,COC(=O)NNC(=S)NCc1ccccc1
1%,-13%,-17%,26%,5%,31%[activator],-1%,27%,-2%,CN(CC(=O)Nc1cccc(F)c1)C(=O)C1CC(=O)N(Cc2ccccc2)C1 (centres undefined)
1%,-9%,0%,-15%,11%,23%,-7%,-41%,-20%,CC1CCN(c2c(NCc3ccc(C(=O)NCc4ccco4)cc3)c(=O)c2=O)CC1
3%,2%,-13%,69%,-5%,136%[activator],-5%,?,-11%,Cc1ccc2nc(Nc3nc(CSc4nnc(C)s4)cc(=O)[nH]3)nc(C)c2c1
nt,-4%,0%,-2%,-17%,28%,-2%,-10%[59 µM],-11%,CCc1ccc(-c2[nH]c3c(c2-c2c(-n4cccc4)n(C)c(=O)n(C)c2=O)c(=O)n(C)c(=O)n3C)cc1
-1%,-10%,-10%,3%,-5%,28%,-3%,50µM*,-1%,CCn1c(SCC(=O)N/N=C(\C)c2ccncc2)nnc1-c1ccc(C)cc1
15%,-16%,nt,nt,-16%,25%,nt,16%,3%,O=C(COC(=O)/C=C/c1ccccc1)NNC(=O)c1ccc([N+](=O)[O-])cc1
3%,-22%,-4%,33%,-7%,7%,-10%,45µM*,-16%,Cc1cc(C)c(OCC(=O)Nc2ccc(S(=O)(=O)N3CCOCC3)cc2)c(C)c1
-12%,-20%,?,18%,7%,1%,-10%,-18%[59 µM],-9%,CC(C)(C)C(=O)Nc1ccc(Sc2ccc([N+](=O)[O-])cc2)cc1
nt,-15%,-5%,1%,1%[60.1 µM],33%[activator],-2%,-4%[59 µM],-2%,COc1ccc(Cl)cc1NC(=O)CSc1nc2ccccc2c2nc(-c3ccccc3)nn12
3%,0%,-1%,32%,-2%,-5%,4%,nt,-12%,O=C(O)c1ccccc1-c1ccccc1C(=O)NCc1cccc(C(F)(F)F)c1
-6%,-6%,-11%,?,-3%,69%[activator],-7%,?,-7%,CN(C(=O)CCCN1C(=O)c2cccc3cccc(c23)C1=O)c1ccccc1
30%,-21%,nt,nt,12%,?,nt,-7%[2.33 µM],-27%,C#CCOCCOCCOCCNc1nc(N2CCN(C(=O)CCCCCCCCCCNC(=O)[C@H](CCCCN)n3cc(CCO)nn3)CC2)nc(N2CCN(C(=O)CCCCCCCCCCNC(=O)[C@H](CCCCN)n3cc(CCCC(=O)O)nn3)CC2)n1
5%,-1%,nt,nt,-10%,?,nt,nt,nt,Cc1ccc(NC(=O)c2ncn(CC(=O)N3CCN(c4ccccn4)CC3)n2)cc1C
6%,-14%,4%,-5%,0%,-11%,1%,0%[59 µM],?,CCOc1cc(NC(=S)NC)c(OCC)cc1NC(=O)c1ccco1
2%,-16%,-22%,-13%,0%,10%,-10%,-35%[59 µM],-30%,COc1cccc(NC(=O)CN(c2ccc([N+](=O)[O-])cc2)S(=O)(=O)c2ccccc2)c1
0%,-10%,-11%,6%,0%,119%[activator],-6%,32µM*,?,CCCN1C(=O)/C(=C\c2nc3ccccc3c(=O)[nH]2)c2ccccc21
nt,-21%,-3%,-23%,-1%[60.1 µM],0%,-3%,-9%[59 µM],-17%,CCOc1ccc(NC(=O)c2oc(=O)c3ccccc3c2-c2ccc(C)cc2)cc1
-4%,-6%,-4%,14%,-4%,-13%,-3%,4%[59 µM],-6%,CCOc1ccc(/C=C/C(=O)c2ccccc2)cc1OC
3%,-11%,nt,nt,-18%,13%,nt,-1%[59 µM],-3%,COC(=O)c1cccc(NC(=O)CCc2c(C)noc2C)c1
-6%,-11%,-9%,19%,-16%,4%,-4%,0%,0%,CC1=C(C(=O)OC2CCCCC2)C(c2ccco2)C2=C(CC(C)(C)CC2=O)N1 (centres undefined)
-1%,-6%,?,-10%,-14%,10%,-3%,?,?,Oc1ccccc1CNc1ccc2c(c1)OCCO2
-13%,-12%,-9%,5%,1%,33%[activator],-2%,18%[0.501 µM],78%[activator],CN(c1ccccc1)S(=O)(=O)c1cccc2ccccc12
-2%,-37%,-4%,14%,-11%,24%,-4%,440%[activator],125%[activator],Cc1ccc(OCc2nc(-c3ccccc3)no2)cc1
-1%,-12%,0%,-1%,-12%,10%,-2%,-7%[59 µM],2%,CNC(=O)/C(C#N)=C/c1c(F)cccc1Cl
1%,-1%,nt,nt,-14%,18%,nt,1%,13%,COc1ccc(OC)c(S(=O)(=O)N2CCCC(C(=O)N3CCC(C(N)=O)CC3)C2)c1 (centres undefined)
nt,1%,1%,0%,-13%,1%,-3%,3%[59 µM],11%,Cc1cccn2c(=O)c3cc(C(=O)NCc4ccccc4Cl)sc3nc12
-3%,-18%,-18%,5%,-14%,-7%,-12%,37%,-1%,Cc1ccc(C)c(/C=N/NC(=S)NCCc2ccccc2)c1
72%[activator],-2%,9%,10%,5%,15%,-4%,-12%,3%,O=C(CS(=O)(=O)Nc1ccc(F)cc1Cl)Nc1ccc(F)cc1Cl
45%,-9%,4%,12%,7%,155%[activator],-2%,15%,-1%,CCOC(=O)c1ccc(NC(=S)N2CCN(CCO)CC2)cc1
nt,-11%,33%[activator],5%,-12%,0%,-8%,?,-35%,CCn1c(C)c(C)c2cc(C(=O)NCc3ccc(OC(C)C)cc3)ccc21
nt,-8%,-4%,36%[activator],-3%[60.1 µM],1%,0%,?,-1%,CCN1CCN(C(c2ccc(OC)cc2)c2c(O)cc(C)n(CCOC)c2=O)CC1 (centres undefined)
-7%,?,-1%,-3%,-34%,?,-17%,6%[12.7 µM],-33%,CCCOc1ccc(C2C3=C(Nc4nc(N)[nH]c(=O)c42)c2ccccc2C3=O)cc1 (centres undefined)
33%,-4%,-10%,9%,-24%,31%[activator],0%,89%[activator],2%,Cc1ccc2oc(C(=O)N(C)Cc3ccon3)c(C)c2c1
-2%,-6%,?,14%,-11%,21%,-2%,14%[12.7 µM],11%,COc1ccc(CNc2nc(NCc3ccc(OC)cc3)n(C(C)=O)n2)cc1
10µM*,-12%,2%,-9%,-43%,?,-3%,?,40µM*,CN(C)c1ccc(N2C(=O)CSC2=S)cc1
-2%,-8%,50%[activator],?,0%,5%,-21%,?,40µM*,CCN(CC)c1ccc(/C=N/Nc2nc3ccccc3[nH]2)c(O)c1
nt,-9%,-14%,1%,-1%,-25%,-4%,-45%[59 µM],2%,COc1c(Cl)cc(Cl)cc1/C=C(\C#N)c1nc(-c2ccc(Cl)cc2)cs1
